High-throughput results: PubChem BioAssay, several laboratories
TbHK1 inh – T. brucei hexokinase 1 inhibition | hit rate 0.11% among 220,000 | inhibition, % at 10 µM | recombinant TbHK1, G6PDH-coupled NADH A340;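 active = inhibition of 50% or more in the single-dose primary screen; inactive = inhibition below 50%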
p97 ATPase inh – human p97 ATPase inhibition. recombinant p97 ATPase, Kinase-Glo ATP luminescence, 3 h. hit rate 0.42% among 220,000. P55072. inhibition, % at 8 µM; in the data active = inhibition above about 15%;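 also: 0% = DMSO vehicle and 100% = wells lacking enzyme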
Furin inh – blocks human furin protease activity | P09958 | purified furin, fluorogenic substrate cleavage | inhibition, % at 30 µM | hit rate 0.061% among 220,000 | AID 463115; in the data active = inhibition above about 25%; also: inactives centre near -15
Calpain2 inh – blocks pig calpain II enzyme activity | purified calpain II, fluorogenic peptide substrate, 30 min | inhibition, % at 16 µM | hit rate 0.37% among 220,000 | AID 1236;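 active = inhibition above about 50%, limit read from the data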
p47phox inh – inhibitors of human p47phox binding. P14598. p47phox/p22phox peptide binding, fluorescence polarization, 2 h. inhibition, % at 24.7 µM. hit rate 0.53% among 220,000;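 active = inhibition above about 30%, limit read from the data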;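 also: 0% = p47phox with labelled peptide and 100% = labelled peptide alone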
Target sequence (P14598 whole entry, looked up): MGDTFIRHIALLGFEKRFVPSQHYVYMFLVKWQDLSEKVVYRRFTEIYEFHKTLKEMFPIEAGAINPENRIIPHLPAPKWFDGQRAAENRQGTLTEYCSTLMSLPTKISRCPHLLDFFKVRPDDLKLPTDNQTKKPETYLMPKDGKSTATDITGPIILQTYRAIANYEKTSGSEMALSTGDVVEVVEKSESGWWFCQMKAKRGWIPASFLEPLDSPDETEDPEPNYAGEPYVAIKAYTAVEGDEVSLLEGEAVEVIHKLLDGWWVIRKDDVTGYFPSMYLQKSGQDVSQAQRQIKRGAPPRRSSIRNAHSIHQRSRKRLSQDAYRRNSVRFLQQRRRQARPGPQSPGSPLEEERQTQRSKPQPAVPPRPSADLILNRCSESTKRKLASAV
Runt-SMMHC FRET – blocks binding of human RUNX1 Runt domain to CBFb-SMMHC; inhibition, % at 20 µM; Cerulean-Runt/Venus-CBFb-SMMHC FRET ratio 530/480, 1 h; Q01196+Q13951; hit rate 0.74% among 220,000;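 active = mean inhibition across duplicate retests at 20 µM reaching about 50%, limit read from the data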;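 also: 0% = DMSO wells and 100% = wells with excess untagged CBFb-SMMHC; inhibitors lower the FRET ratio by blocking Runt binding to CBFb-SMMHC; some results filed as inactive read as strong as hits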
Target sequence (Q01196 whole entry, looked up, the tested form may be a part): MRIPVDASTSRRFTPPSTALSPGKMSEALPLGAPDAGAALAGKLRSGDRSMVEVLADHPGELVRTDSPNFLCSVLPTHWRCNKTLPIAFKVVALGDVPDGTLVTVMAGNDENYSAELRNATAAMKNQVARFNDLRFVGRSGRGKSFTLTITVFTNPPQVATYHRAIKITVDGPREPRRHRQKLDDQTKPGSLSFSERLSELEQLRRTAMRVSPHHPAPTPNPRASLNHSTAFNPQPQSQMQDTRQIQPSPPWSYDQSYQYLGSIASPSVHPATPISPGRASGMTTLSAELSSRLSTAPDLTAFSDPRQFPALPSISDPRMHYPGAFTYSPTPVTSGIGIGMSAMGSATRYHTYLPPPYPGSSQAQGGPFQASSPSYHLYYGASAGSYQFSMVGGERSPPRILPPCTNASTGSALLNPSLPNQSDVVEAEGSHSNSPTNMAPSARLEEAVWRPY
Target sequence (Q13951 whole entry, looked up, the tested form may be a part): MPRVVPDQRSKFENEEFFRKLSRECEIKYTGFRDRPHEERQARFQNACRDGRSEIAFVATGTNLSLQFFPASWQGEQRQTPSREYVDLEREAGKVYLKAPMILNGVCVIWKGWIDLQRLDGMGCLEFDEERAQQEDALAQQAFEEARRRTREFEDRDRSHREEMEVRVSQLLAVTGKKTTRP
RBBP9 inh – blocks human serine hydrolase RBBP9 | O75884 | recombinant RBBP9, FP-Rh probe fluorescence polarization | inhibition, % at 7.94 µM | hit rate 0.2% among 220,000;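 active = inhibition above the campaign mean of all tested compounds plus 3 SD, cut at about 14% in these data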;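 also: plate controls were DMSO wells with RBBP9 for no effect and wells lacking RBBP9 protein for full effect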
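Test system: recombinant human RBBP9; Timing: 30 min then 45 min, 25 °C; Detection: fluorescence polarization; Control set: RBBP9 with DMSO as uninhibited control, no-protein wells as full inhibition; Compound dosing: one concentration, 7.94 µM nominal, 0.794% DMSO; Probe or stimulus: FP-Rh activity-based probe, 375 nM before mixing.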
EBV gp42 block – EBV gp42 inhibition | Q1HVG2 | Fluorescence polarization binding assay, mP read-out | inhibition, % (tested at 21.74 µM) | hit rate 0.42% among 220,000; in the data active = inhibition above about 50%
Runt-CBFb FRET – Runt domain-CBFb interaction inhibition | Q01196+Q13951 | Cerulean-Runt/Venus-CBFb FRET ratio 530/480, 1 h | inhibition, % at 20 µM | hit rate 0.46% among 220,000 | AID 1496;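 active = inhibition over about 50% at 20 µM in the single-dose screen, limit read from the data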;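 also: 0% = DMSO wells and 100% = excess unlabeled CBFb competitor control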
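Assay system: Cerulean-tagged RUNX1 Runt domain (FRET donor) fusion protein / Amount: 100 nM each of Venus-CBFb and Cerulean-Runt domain / Medium: Tris buffer pH 7.5 with salts and BSA / Also added: Venus-CBFb 100 nM / Schedule: 1 h complex formation plus 1 h compound treatment, room temperature / Signal: FRET fluorescence / Read-out: loss of energy transfer signal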
Numbers without * were called inactive; [ ] = dose if it differs, or a comment. No enrichment for hits; overall some 2.7% were active at least once.

mol	TbHK1 inh	p97 ATPase inh	Furin inh	Calpain2 inh	p47phox inh	Runt-SMMHC FRET	RBBP9 inh	EBV gp42 block	Runt-CBFb FRET
CC(=O)N1CCN(C(=O)Cn2c(=O)oc3ccccc32)CC1	-5	-2	-13[20 µM]	0	-11	2	-2	-23	-1
CN(C)C(CNC(=O)c1cccc(OC(F)F)c1)c1ccco1 (stereo not drawn)	11	5	-9	-30	-7	-5	4	-18	-3
COCCn1c(C)cc(C(=O)CN2C(=O)NC3(CCCCCCC3)C2=O)c1C	-11	-2	-18	3	-6	-1	-6	-3	-4
CS(=O)c1ccccc1O (stereo not drawn)	-3	6	-24	-6	0	2	-1	-3	2
Cn1c(=O)c([N+](=O)[O-])c(NCc2ccc3c(c2)OCO3)c2ccccc21	-14	8	-11	2	-7	-2	4	0	4
CCCCCC(O)CCC(=O)NNC1=CC(=O)CC(C)(C)C1 (stereo not drawn)	5	-9	-14	14	2	5	-12	-3	1
COc1ccc(CCNS(=O)(=O)c2c(N)n(C)c(=O)n(C)c2=O)cc1OC	-1	2	-21	-5	8	2	-6	2	1
CN1CCN(CCC(=O)N/N=C/c2ccccc2F)CC1	-1	7	-13	-21	-8	2	-3	-4	1
Cc1ccc(S(=O)(=O)N2CCC(=O)N(C(COCc3cccc(C(F)(F)F)c3)Cc3ccccc3)CC2)cc1 (stereo not drawn)	3	-1	-12	21	-8	-1	-6	-10	-8
COc1ccc(-c2noc(-c3ccc(Br)o3)n2)cc1OC	1	-4	-12[20 µM]	-25	-5	0	-4	3	0
Cc1ccc(C(=O)C2C(=O)c3ccccc3C2=O)cc1	-24	1	-1[20 µM]	30	8	-6	5	5	-4
Cc1c(C(=O)O)sc2ncn(C)c(=O)c12	-3	0	-29[20 µM]	-9	-11	0	-8	-19	2
O=C(COC(=O)c1ccccc1)Nc1cc(Cl)ccc1Oc1ccccc1	12	1	-10	15	-3	2	-8	5	-1
Cn1nc(C(=O)Nc2sccc2C(N)=O)ccc1=O	-12	3	-29	-41	-34	-4	-2	-10	0
CCN1C(=O)C(CC(=O)NC)N(NC(=O)c2ccccc2)C1=S (stereo not drawn)	30	1	-14	13	-3	-3	-2	-2	1
Cc1cccc(N2C(=O)CC(Sc3nnc(C)s3)C2=O)c1 (stereo not drawn)	2	7	-16[20 µM]	-8	-5	9	-15	-11	16
CCOC(=O)C(=O)Nc1sc(C(=O)N2CCOCC2)c(C)c1C#N	-24	1	-7	-12	-10	1	-4	-13	1
Cc1[nH]c(=S)sc1Cc1ccc(F)cc1	-4	4	-15	18	-6	38	-7	-11	21
O=C(c1ccc(F)cc1F)N1CCN(c2n[nH]c(=O)[nH]c2=O)CC1	4	4	-25	-23	-1	-4	-9	6	0
CN1CCN(c2ccc([N+](=O)[O-])cc2S(=O)(=O)N2CCOCC2)CC1	-20	1	2[20 µM]	25	0	0	-6	2	2
COc1cc(/C=C(\C#N)c2ccccn2)ccc1OCC(=O)Nc1c(Cl)cccc1Cl	-15	2	-18	-44	-2	-22	-6	-9	-14
O=C(COC(=O)CCC(=O)c1cccs1)NC(=O)c1ccc(OC(F)F)cc1	2	5	-25	13	-11	2	-2	-16	0
COc1ccc(C(CC(=O)O)NC(=O)C2CCCCC2)cc1 (stereo not drawn)	-5	4	-6	1	-17	-1	1	-7	-3
CCCC(C(=O)NCc1ccco1)N(C(=O)CNS(=O)(=O)c1ccc(Cl)cc1)C1CCCC1 (stereo not drawn)	-7	-2	-18[20 µM]	19	-5	0	-4	8	-1
CC(C)[C@H](NC(N)=O)C(=O)Nc1ccc(Oc2ccccc2)cc1	-3	1	-11	-8	-1	-1	-1	-24	0
CCCCN(C)S(=O)(=O)c1ccc(C(=O)Nc2nnc(CSC)o2)cc1	28	-8	-7	-36	-1	5	-2	-11	2
Cc1ccc(C(=O)CSc2nccn2-c2ccccc2)cc1	5	-2	-8[20 µM]	-12	0	2	-7	-19	0
CC(Nc1nc(N2CCOCC2)nc2ccccc12)c1ccccc1 (stereo not drawn)	-1	2	-36	-268	-11	-2	-7	-22	1
O=C(NCc1ccco1)c1ccccc1Br	4	0	-16[20 µM]	-20	-7	1	-8	-11	-2
O=C(CN1CCOCC1)Nc1ccc2c(c1)OCCO2	-11	6	-12	-11	-10	-5	2	-6	6
N#C/C(=C\c1ccccc1)C(=O)Nc1nncs1	-44	6	-12	8	-9	-2	-5	-10	1
NC(=O)c1ccsc1NC(=O)CCS(=O)(=O)c1ccccc1	-7	7	-21	-13	-3	0	-5	7	1
O=C(Cn1c(C(=O)N2CCN(C3CCCC3)CC2)cc2sccc21)c1ccccc1	-2	0	-22	-27	0	2	-4	12	-1
O=C(O)CNS(=O)(=O)c1cccc(Cl)c1	3	6	-11	-20	-4	0	-4	1	-2
Cc1ccc(/C=C/C(=O)NC(=S)N2CCN(C)CC2)cc1	11	4	-19	-11	-21	-12	-13	-3	-3
CCOC(=O)C1CCN(C(=O)C2CCN(S(=O)(=O)c3cccc4cccnc34)CC2)CC1	-4	5	-18	5	-7	1	-4	-20	0
Cc1c(Cc2ccccc2)c(=O)oc2c(O)c(O)ccc12	15	-2	-4	-5	28	8	-17	9	19
CSC1=NSC2=NC(=O)/C(=C/c3coc4ccc(O)cc4c3=O)C(=N)N12	-7	10	-17	-25	-54	-11	-4	63*	8
O=S(=O)(Cc1ccc(Cl)cc1)N1CCN(Cc2ccc3c(c2)OCO3)CC1	-21	-1	-9	-21	-23	-1	-7	8	0
O=C(NCc1ccc2c(c1)OCO2)c1nnc(Cc2ccc(F)cc2)o1	2	2	-12	13	-2	-1	-13	7	-1

An excerpt of these results, with two lines to a compound.
Below each compound – TbHK1 inh | p97 ATPase inh | Furin inh | Calpain2 inh | p47phox inh | Runt-SMMHC FRET | RBBP9 inh | EBV gp42 block | Runt-CBFb FRET
- O=C(O)CNS(=O)(=O)c1cccc(Cl)c1
    3 | 6 | -11 | -20 | -4 | 0 | -4 | 1 | -2
- Cc1ccc(/C=C/C(=O)NC(=S)N2CCN(C)CC2)cc1
    11 | 4 | -19 | -11 | -21 | -12 | -13 | -3 | -3
- CCOC(=O)C1CCN(C(=O)C2CCN(S(=O)(=O)c3cccc4cccnc34)CC2)CC1
    -4 | 5 | -18 | 5 | -7 | 1 | -4 | -20 | 0
- Cc1c(Cc2ccccc2)c(=O)oc2c(O)c(O)ccc12
    15 | -2 | -4 | -5 | 28 | 8 | -17 | 9 | 19

Additional entries
mol	TbHK1 inh	p97 ATPase inh	Furin inh	Calpain2 inh	p47phox inh	Runt-SMMHC FRET	RBBP9 inh	EBV gp42 block	Runt-CBFb FRET
COc1ccc(C(=O)N2CCN(c3ccc(C)c(C)c3)CC2)cc1OC	1	2	-18	7	-10	4	1	-3	1
O=C(CN(Cc1cccs1)C(=O)CNC(=O)c1ccco1)NC1CCCCC1	-1	-3	-30	24	-4	-1	-6	-3	0
Cc1nn(-c2ncc(C(F)(F)F)cc2Cl)c(=O)n1-c1ccccc1Cl	-2	2	-24[20 µM]	16	-1	1	6	-10	2
O=C(Cn1nc(C(=O)O)c2ccccc2c1=O)Nc1ccc2c(c1)OCO2	-3	3	0	-12	-15	2	-8	-16	0
O=C(CN1CCN(S(=O)(=O)c2ccc(F)cc2)CC1)Nc1ccc2c(c1)OCO2	4	-3	-7	9	-7	-5	-1	-16	0
COc1ccc(CCNC(C)=O)cc1	3	-3	-12[20 µM]	-18	-12	2	-7	-19	2
COc1ccc(NC(=O)C2OC3OC(C)(C)OC3C3OC(C)(C)OC23)cc1 (stereo not drawn)	4	1	-33[20 µM]	26	-10	0	-4	-5	2
CC(=O)Nc1ccc(NC(=O)C2CCCN(c3ncccn3)C2)cc1 (stereo not drawn)	-6	-1	-21[20 µM]	5	-3	-8	-6	-11	0
COc1ccc(/C=C/C(=O)Nc2nc(C)cc(C)n2)cc1OC	-42	-4	4	-251	-2	1	-4	-10	-1
COC(=O)/C(C#N)=C/c1c(Oc2cc(C)cc(C)c2)nc2ccccn2c1=O	-14	0	-10	-17	-9	13	-4	2	3
CCOc1ccc(C(=O)OCC(=O)Nc2ccc(SC(F)F)cc2)cc1OCC	-2	0	-37	-17	-10	10	-8	-6	-1
COc1ccc(CN2CCn3nc(C(=O)NC(C)C)cc3C2=O)cc1	0	0	-19	-2	-10	2	-7	-8	0
CCOc1cc(S(=O)(=O)Nc2ccc(CC)cc2)ccc1Cl	15	-8	4[20 µM]	41	-6	-1	-17	-19	-3
Cc1cccc(C(=O)Nc2ncc(CN3CCOCC3)s2)c1	4	-1	-22[20 µM]	15	-10	0	-5	-17	-1
CCc1ccc(OCCNC(=O)OCc2ccccc2)cc1	0	-1	-14	-5	-8	-4	-5	-1	-7
COC(=O)C(NC(=O)C(C)Oc1ccccc1)C(C)C (stereo not drawn)	4	2	9[20 µM]	-9	-3	-2	-2	-5	1
COc1ccc(Cn2nnnc2CN(Cc2cc3cccc(C)c3[nH]c2=O)C2CCCC2)cc1	0	-11	6	-15	-12	-8	-11	-10	3
O=S(=O)(c1ccc2c(c1)OCCO2)N1CCC(n2cnc3cc(F)ccc32)CC1	4	-3	-14	-11	-5	-2	-11	-18	-1
CC1Cc2ccccc2N1CC(=O)NC(=O)NC1CCCC1 (stereo not drawn)	1	-1	-14	3	-5	0	-9	6	1
COc1ccc(N2CCN(C(=O)c3cc(-c4cccs4)nc4ccccc34)CC2)cc1	-17	6	-13	-72	-44	0	-3	7	0
CC(C)(Oc1ccc(Cl)cc1)C(=O)N1CCN(c2ccccn2)CC1	-3	-4	-6[20 µM]	5	-5	2	-7	-13	-7
Cc1nnc(Nc2ccc(Cl)c(C(F)(F)F)c2)[nH]c1=O	-3	5	-7	-4	-5	3	-1	0	0
CNC(=O)Nc1cc(NC(=O)NC)cc(C(F)(F)F)c1	-2	5	-34	3	-6	-2	4	0	0
COc1ccc([N+](=O)[O-])cc1NC(=O)c1cc(C)c(C)o1	2	4	-29	-2	-1	-1	-6	5	2
O=C(NCCc1ccccn1)c1cc(-c2ccc(Cl)cc2)nc2ccccc12	-7	5	-20	-13	-15	-3	-3	-12	-4
N#Cc1cnc2c(-c3ccccc3)c(-c3ccccc3)nn2c1N	1	0	-26	-64	-9	3	-3	-5	0
CC(=O)/C=C(\C)Nc1c(C)n(C)n(-c2ccccc2)c1=O	-8	2	-19	-11	4	-1	1	-13	0
COc1ccc(NCc2ccc3c(c2)OCO3)cc1Cl	0	1	-29[20 µM]	2	-11	1	-6	-8	0
O=C(CSc1ncc(C(F)(F)F)cc1Cl)NCC1CCCO1 (stereo not drawn)	7	-2	-26	-8	-6	1	-4	-4	0
Cc1ccccc1C(=O)NC(=S)NCCN1CCOCC1	29	8	-13	3	-5	-6	-9	-22	-1
COc1ccc(C(=O)NCCC2=CCCCC2)cc1[N+](=O)[O-]	-5	1	-22	18	-6	4	7	4	0
COc1ccc(NC(=O)c2cc3c(=O)n(C)c4ccccc4c3s2)cc1OC	-18	2	-26	-149	14	-46	-6	-5	-18
COc1ccc(C(=O)NNC(=O)CSc2nnc(COc3ccccc3)n2C)cc1	2	0	-17[20 µM]	-22	-2	-1	-10	-4	2
CCCN(Cc1cc2cc(C)ccc2[nH]c1=O)C(=O)c1ccccn1	-12	-2	-9	20	-12	-1	1	-12	-1
